mABHD4 FP: ABHD4 inhibitors, primary screen, biochemical, fluorescence polarization, mouse | actives 0.54% (n = 370,000) | purified mABHD4, FP-Rh probe fluorescence polarization | inhibition, % at 8.92 µM | (Lyso)-N-acylphosphatidylethanolamine lipase (Mus musculus), Q8VD66;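 active means inhibition exceeding the mean over every tested compound plus 3 SD, cut at about 30% in these data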;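 further: 0% = plate median of compound wells and 100% = S159A mutant with DMSO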
Target sequence (Q8VD66 whole entry, looked up): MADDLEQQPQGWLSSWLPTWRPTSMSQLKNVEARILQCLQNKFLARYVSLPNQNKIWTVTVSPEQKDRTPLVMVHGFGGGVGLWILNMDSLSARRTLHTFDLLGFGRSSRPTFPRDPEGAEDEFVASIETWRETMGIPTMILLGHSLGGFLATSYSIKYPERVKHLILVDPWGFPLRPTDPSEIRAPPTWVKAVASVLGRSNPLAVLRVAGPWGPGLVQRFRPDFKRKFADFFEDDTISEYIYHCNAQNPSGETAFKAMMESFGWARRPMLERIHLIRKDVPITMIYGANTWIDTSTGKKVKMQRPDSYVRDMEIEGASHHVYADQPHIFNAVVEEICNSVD
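Assay system: mABHD4 protein; medium: HEPES pH 7.0, NaCl, Pluronic buffer; dosing: 8.92 µM, single dose; schedule: 45 min + 60 min at 25 °C; signal: FP readout, ex 525 nm / em 598 nm; read-out: normalized percent inhibition of probe labeling; repeats: single replicate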
SIAE inh: human SIAE inhibitors, primary screen, biochemical, fluorescence polarization, FP-Rh probe, 1536-well HTS; Sialate O-acetylesterase (Homo sapiens), Q9HAT2; SIAE FP-Rh probe binding; inhibition, % at 9.66 µM; actives 0.69% (n = 370,000); AID 1053197, 2014;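 active means inhibition above a cutoff: mean of compounds within the control limits plus 3 SD of those, cut at about 17% in these data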;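 further: 0% = plate median of compound wells and 100% = probe without SIAE protein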
Target sequence (Q9HAT2 whole entry, looked up): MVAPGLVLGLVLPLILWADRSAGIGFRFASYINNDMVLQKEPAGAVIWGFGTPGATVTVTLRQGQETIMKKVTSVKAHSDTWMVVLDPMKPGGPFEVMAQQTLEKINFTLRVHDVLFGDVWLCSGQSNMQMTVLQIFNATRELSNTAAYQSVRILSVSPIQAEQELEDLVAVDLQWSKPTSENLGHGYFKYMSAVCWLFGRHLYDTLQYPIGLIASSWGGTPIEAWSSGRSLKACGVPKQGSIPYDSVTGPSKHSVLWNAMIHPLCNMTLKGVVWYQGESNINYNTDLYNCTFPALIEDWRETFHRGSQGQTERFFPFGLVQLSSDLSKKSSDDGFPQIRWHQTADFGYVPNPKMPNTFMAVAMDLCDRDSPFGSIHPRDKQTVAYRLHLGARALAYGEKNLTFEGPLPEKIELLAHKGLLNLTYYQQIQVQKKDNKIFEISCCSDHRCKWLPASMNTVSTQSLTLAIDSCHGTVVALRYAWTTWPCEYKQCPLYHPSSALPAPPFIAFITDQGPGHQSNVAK
TCR-CD3 inh: inhibitors of human TCR-CD3 interaction, primary screen, biochemical, fluorescence, TAMRA-labeled TCR probe; inhibition, % at 9.4 µM; actives 0.37% (n = 360,000); AID 651800, 2012; in the data active means inhibition above about 19%;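 further: recombinant mutant TCR 2C K166C tagged with TAMRA read by polarization; 0% = receptor in buffer alone and 100% = receptor with positive control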
NPR2 activator: human GC-B receptor activators, primary screen, HEK293 GC-B cells, cGMP TR-FRET, EC30 CNP; 0% at EC30 CNP, 100% saturating CNP; activation, % at 10 µM; actives 0.11% (n = 370,000); Atrial natriuretic peptide receptor 2 (Homo sapiens), P20594;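 active means activation at 10 µM reaching about 35% in either raw or pattern-adjusted values, limit read from the data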
HTRA1 inhibitor: HTRA1 serine protease inhibitors, primary screen, biochemical, fluorescence polarization, HTS | recombinant HTRA1, FP-rhodamine activity-based probe | Q92743 | actives 0.5% (n = 340,000) | AID 504803, 2011 | inhibition, % at 5.96 µM; in the data active means inhibition above about 36%;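 further: 0% = enzyme with DMSO and 100% = wells lacking enzyme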
UHRF1 MBD2 ctr: UHRF1 methylated DNA binding inhibitors, primary screen, counter-screen for MBD2 inhibitor project, biochemical, TR-FRET, human UHRF1, single concentration. actives 0.75% (n = 370,000). E3 ubiquitin-protein ligase UHRF1 (Homo sapiens), Q96T88. UHRF1 binding to methylated oligo. inhibition, % at 4.4 µM; in the data active means inhibition above about 21%;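 further: UHRF1 SRA domain binding a hemimethylated CpG hairpin DNA probe; 0% = median of test compound wells and 100% = reference inhibitor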
MBD2 inh: inhibitors of MBD2 binding to methylated DNA, primary screen, biochemical, TR-FRET, DNA-binding domain, human; inhibition, % at 4.4 µM; MBD2 binding to methylated oligonucleotide; actives 0.31% (n = 370,000); Methyl-CpG-binding domain protein 2 (Homo sapiens), Q9UBB5; in the data active means inhibition above about 13%
PRMT1 inh: PRMT1 methyltransferase inhibitors, primary screen, biochemical, fluorescence polarization. actives 1.3% (n = 370,000). recombinant PRMT1, activity-based probe fluorescence polarization. inhibition, % at 2.79 µM;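 active means inhibition above about 21% made by adding two undisclosed values, limit read from the data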
rCAG binder: binders of r(CAG) RNA repeats, primary screen, biochemical, fluorescence | r(CAG) RNA repeat, TO-PRO-1 dye displacement fluorescence | inhibition, % at 3 µM | actives 1.3% (n = 370,000) | AID 651821, 2012;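 active means inhibition above the plate cutoff, the mean of all test compounds on that plate plus 3 SD, cut at about 35% in these data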;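 further: 0% = DMSO alone and 100% = 100 µM mitoxantrone as full dye displacement; higher means more dye released from RNA so lower well fluorescence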
GC-A act: GC-A stimulated cGMP production enhancers – HEK293 GC-A cells, cGMP TR-FRET, EC30 ANP, primary screen; activation, % at 10 µM; Atrial natriuretic peptide receptor 1 (Homo sapiens), P16066; 0% at EC30 ANP, 100% saturating ANP; actives 0.14% (n = 370,000); in the data active means activation above about 40%
Starred values were filed as active, the others as inactive; x = no result given. An excerpt, so the mix of outcomes need not match the whole.

SMILES	mABHD4 FP	SIAE inh	TCR-CD3 inh	NPR2 activator	HTRA1 inhibitor	UHRF1 MBD2 ctr	MBD2 inh	PRMT1 inh	rCAG binder	GC-A act
Cc1nc2sc(C(c3cccc(F)c3)N3CC(C)OC(C)C3)c(O)n2n1 (stereo unspecified)	0	0	6	6	10	-1	4	1	-5	-3
O=C(Cn1cc(C(=O)C2CC2)c2ccccc21)NC1CCCC1	0	-2	5	-2	3	1	1	-2	-1	-1
O=C(CSc1nnc(NC(=O)c2ccco2)s1)NCc1ccc2c(c1)OCO2	1	4	-2	-3	2	-1	3	3	-1	-4
OCCC1CN(Cc2cccn2-c2ccccn2)CCN1C1CCCCC1 (stereo unspecified)	-3	-5	0	4	4	7	5	7	-5	2
COc1ccc(NC(=O)C2CCCN(C(=O)Nc3ccc(OC)cc3)C2)cc1 (stereo unspecified)	-9	13	-11	-5	1	2	6	-1	-2	-3
CCOc1cc(/C=N/NC(=O)CCn2nnc3ccccc32)ccc1O	3	8	1	-3	7	3	2	2	-2	-3
CC1CC2=C(NC(=S)NC2c2cccc(F)c2)/C(=C/c2cccc(F)c2)C1 (stereo unspecified)	-5	-5	2	4	-57	-2	1	14	6	-3
O=C1C=C(c2cc3ccccc3s2)C[C@@H](c2ccc(F)cc2)C1	6	-16	8	1	2	0	3	0	4	-1
O=C(Nc1cc(-c2nc3ncccc3o2)ccc1Cl)c1cccs1	-3	1	7	0	-22	-6	4	-2	6	5
O=C(C[C@@H]1C/C=C\C[C@@H](Cc2ccc(F)cc2)C(=O)OC[C@@H](Cc2c[nH]c3ccccc23)NC1=O)NCCO	3	5	-2	4	-4	-2	-3	-1	-4	1
NNC(=O)/C(=C/c1cccs1)NC(=O)c1ccccc1Cl	-1	1	2	-6	-6	-4	-6	-4	4	2
O=C(CCN1CCCCC1=O)NC1CCCc2c1cnn2-c1ccccc1F (stereo unspecified)	2	-5	4	-1	-1	-1	-3	2	-1	9
COc1ccc(-c2ccc(SCC(=O)c3cccs3)nn2)cc1OC	-12	0	0	0	-8	3	-2	-1	3	2
O=C1Nc2ccccc2SC1c1ccccc1Cl (stereo unspecified)	-10	3	-10	9	-11	0	3	4	2	0
S=c1[nH]nc(-c2ccco2)n1/N=C/c1cccc(Cl)c1Cl	8	-15	5	-7	-10	-4	-1	33*	57*	1
CN(c1c2c(nc3ncnn13)CCCC2)C1CCCCC1	2	-2	x	-3	x	1	-2	-1	-1	4
Cc1ccc2c(c1)N(CCCC(=O)NCc1cccs1)C(=O)CO2	6	3	x	10	x	-1	-1	-1	-1	1
COc1ccc(-n2nc([N+](=O)[O-])c(=NCCc3cccc(C)c3)n2O)cc1	3	2	4	5	11	-3	1	0	-6	-6
O=C(NS(=O)(=O)c1ccc(NC(=O)C2CCCO2)cc1)c1ccccc1 (stereo unspecified)	-1	7	9	9	-9	2	-3	-1	-2	1
CC(C)NC(=O)c1sc(=S)n2c1[nH]c(=O)c1ccc(C(=O)NCCc3ccc(Cl)cc3)cc12	10	6	-2	-2	7	1	-1	-1	4	-4

Quoted at random: 5 records from the list
SMILES	mABHD4 FP	SIAE inh	TCR-CD3 inh	NPR2 activator	HTRA1 inhibitor	UHRF1 MBD2 ctr	MBD2 inh	PRMT1 inh	rCAG binder	GC-A act
O=C1C=C(c2cc3ccccc3s2)C[C@@H](c2ccc(F)cc2)C1	6	-16	8	1	2	0	3	0	4	-1
O=C(CCN1CCCCC1=O)NC1CCCc2c1cnn2-c1ccccc1F (stereo unspecified)	2	-5	4	-1	-1	-1	-3	2	-1	9
CC(C)NC(=O)c1sc(=S)n2c1[nH]c(=O)c1ccc(C(=O)NCCc3ccc(Cl)cc3)cc12	10	6	-2	-2	7	1	-1	-1	4	-4
O=C1Nc2ccccc2SC1c1ccccc1Cl (stereo unspecified)	-10	3	-10	9	-11	0	3	4	2	0
CC1CC2=C(NC(=S)NC2c2cccc(F)c2)/C(=C/c2cccc(F)c2)C1 (stereo unspecified)	-5	-5	2	4	-57	-2	1	14	6	-3

Remaining list, next part.
SMILES	mABHD4 FP	SIAE inh	TCR-CD3 inh	NPR2 activator	HTRA1 inhibitor	UHRF1 MBD2 ctr	MBD2 inh	PRMT1 inh	rCAG binder	GC-A act
NC(=O)[C@@H]1CCCN1C(=O)[C@H](CCc1ccccc1)NC(=O)[C@H]1O[C@@H](n2cnc3c(N)ncnc32)[C@H](O)[C@@H]1O	-5	6	-4	0	x	1	1	1	-1	1
CCn1cc(C(=O)OCC(=O)Nc2ccc(C(C)C)cc2)c(=O)c2ccc(C)nc21	1	1	-1	1	-10	-2	0	7	-2	0
Cc1nnc(N/N=C/c2ccccn2)[nH]c1=O	3	6	-3	0	1	3	-7	1	-1	1
c1ccc(CNc2nc(NCc3ccco3)nc(N3CCOCC3)n2)cc1	0	5	4	-1	0	1	3	-3	-6	-1
Cc1ccccc1NC(=O)n1ncc2cc(Cl)ccc21	6	-1	-10	2	6	0	8	6	1	6
COc1ccccc1NS(=O)(=O)c1cccc(NC(=O)C(C)NC(=O)c2ccco2)c1 (stereo unspecified)	-5	-7	-2	1	-4	1	-4	-4	6	0
O=C(O)c1cc(-c2cccnc2)nc2ccccc12	5	-4	-4	4	7	2	1	4	1	7
O=C1c2ccccc2C(=O)N1CCc1nc(-c2cccnc2)no1	1	-4	0	3	2	3	-4	-2	0	-3
O=C(NCCC1CCCCN1S(=O)(=O)c1ccc(F)cc1)C(=O)NC1CCCC1 (stereo unspecified)	-4	2	-4	0	-5	0	3	-1	-9	3
CC1/C(=N/O)CC(c2ccccc2)NC1c1ccccc1 (stereo unspecified)	-2	5	-3	2	-4	0	3	-1	-3	3
CC(=O)Nc1ccc(C(=O)N2CCCCC2c2cc(C(=O)Nc3cccc(C#N)c3)no2)cc1 (stereo unspecified)	5	-3	-7	-4	x	1	-3	1	2	0
COCCOc1cc2ncnc(N3CCC(C(=O)O)CC3)c2cc1OCCOC	6	-6	-10	1	-6	-1	-2	-2	-3	6
CCOC(=O)c1cc(C#N)c(N2CCCCC2)nc1-c1ccccc1	-4	-6	1	-5	-24	1	-2	-3	-4	2
Cc1ccc(N(CC(=O)NC2CCCC2)C(=O)c2nsc(Cl)c2Cl)cc1	3	1	-5	-3	3	2	2	7	-5	-13
c1ccc(NN=C2c3ccccc3-c3ccccc32)cc1	5	8	-1	-3	-1	-2	-4	0	15	-6
COc1ccc(NC2=NC(=S)N(c3ccc(C)cc3)C23CCCCC3)cc1	-5	2	4	3	6	-1	5	-1	1	1
CN(C(=O)c1ccc(-c2nn(C)c(=O)c3ccccc23)cc1)C1CCCCC1	2	3	2	1	-1	0	3	4	-5	5
O=C(Cc1ccccc1)Nc1nnc(-c2cccnc2)s1	2	-3	x	-8	x	-3	3	-5	1	2
CCCCN(CC)CCNC(=O)CNC(=O)Cn1ccc2ccccc2c1=O	4	2	-2	-12	8	-1	2	1	-5	6
COc1cc2ncnc(NCc3ccc(Cl)cc3)c2cc1OC	3	10	-7	7	0	2	5	4	-5	13
COC(=O)c1ccc(N2CCN(C)CC2)c(NC(=O)COc2ccc(OC)cc2)c1	-6	8	-12	4	-8	3	8	0	-11	6
C/C(=N\O)C(=O)Nc1ccccc1	-1	-1	-7	2	6	5	7	-2	0	5
CCNC(=O)C1(C)CCN(C(=O)c2c(-c3ccccc3)noc2C)C1 (stereo unspecified)	0	-7	6	0	x	4	2	2	-1	1
CN(C(=O)c1cccc(NC(=O)Cc2ccc(NC(=O)C3CCN(C(=O)c4ccccc4)CC3)cc2)c1)C1CC1	4	6	0	1	4	-3	1	1	1	0
CC(C)Oc1ccc(/C=C(\C#N)C(=O)NC2CC2)cc1	-4	4	6	-1	6	-2	2	-5	1	8
COc1ccc(-c2oc3ccc(N4CCOCC4)cc3c2C#CC2(O)CCCCC2)cc1	4	2	7	-1	-11	-1	-2	-2	17	11
COc1ccccc1OCCn1c(C(C)O)nc2ccccc21 (stereo unspecified)	1	-7	-4	5	1	1	4	-2	-5	-2
CCCc1nc2ccccc2n1C(CC)C(=O)NC(C)(C)C (stereo unspecified)	-4	-1	-3	2	x	-2	-2	1	-1	2
CCCn1c(CN2CCN(C(=O)c3ccco3)CC2)nc2c1c(=O)n(C)c(=O)n2C	-2	-1	-12	-2	0	-1	-7	3	-1	0
O=C1CN(C(=O)c2ccco2)C(c2ccccc2)c2cc(Cl)ccc2N1 (stereo unspecified)	-3	1	-10	-16	-3	3	0	2	-2	-20
CCCOC(=O)CCn1c(=S)oc2ccccc21	-7	-4	5	1	1	0	-2	-3	-1	-2
Cc1ccc(NC(=S)NCc2ccccc2Cl)c(C)c1	4	6	4	-1	3	4	4	-3	-1	2
CC(C)(C)c1ccc(C(=O)NCC(=O)OCC(=O)N2CCN(S(=O)(=O)c3ccc(Cl)cc3)CC2)cc1	-1	-4	0	-7	-8	-1	-1	-1	1	1
COc1ccccc1C(=O)Nc1cccc2cccnc12	-14	-7	2	-9	-42	-2	-7	0	9	-15
COCCc1nc2ccc(C(=O)NCc3cccc(-n4cccn4)c3)cc2o1	-2	-1	1	-2	-4	0	-3	-2	-2	-2
CCN(CC(=O)Nc1sc2c(c1C#N)CCC(C)C2)CC(=O)NC1CCS(=O)(=O)C1 (stereo unspecified)	4	-6	3	-2	-3	0	-4	3	-1	4
COC(=O)c1c(NC(=O)CN2CCN(C(=O)c3ccco3)CC2)c2c(C)cccc2n1C	5	0	7	0	-2	-2	-3	-1	-6	-4
CC(C)(C)[C@H]1C=C(C(=O)O)O[C@@H](OCc2ccc(CO)cc2)C1	4	3	-4	2	9	-2	0	0	2	0
CCOC(=O)C1=C(C)Nc2ccccc2S1	8	2	-3	-3	1	0	-1	31*	5	1
O=C(O)CSc1nnc(COc2ccc([N+](=O)[O-])cc2)n1-c1ccccc1	0	-1	5	-1	4	1	2	-1	4	-5
O=c1cc(CSc2nnc(COc3ccc(Cl)cc3)o2)c2ccccc2[nH]1	2	-1	3	x	-4	-1	1	-2	-4	x
COc1ccc(S(=O)(=O)Nc2ccc3c(c2)C(=O)N([C@H](C)CO)C[C@H](C)[C@@H](CN(C)S(=O)(=O)c2ccc(OC)cc2)O3)cc1	-9	-5	6	5	-15	5	5	1	8	1
CC(Sc1ccc(S(=O)(=O)N2CCN(C)CC2)cn1)C(=O)NC1CCCCC1 (stereo unspecified)	-3	-1	3	2	6	-2	-2	-3	-4	-1
CC(C)CCC1(C)NC(=O)N(CC(=O)NCC(=O)Nc2ccc(F)c(F)c2F)C1=O (stereo unspecified)	5	1	1	3	3	18	-9	-1	-5	0
O=C(CSc1nnc2n1CCCN2)c1ccccc1	5	-4	-4	-2	x	4	0	-1	-2	-2
O=C1Nc2ccccc2N=C(c2ccccc2)C1Br (stereo unspecified)	-3	4	8	-2	-3	1	2	2	0	1
C=CCc1ccccc1OCC(O)CN(CC)CC (stereo unspecified)	-1	2	4	4	3	-2	6	0	-3	-3
